# PfM18AAP inh: PfM18AAP inhibitors, malaria aminopeptidase, primary screen, biochemical, QFRET, recombinant enzyme. M18 aspartyl aminopeptidase (Plasmodium falciparum 3D7). hit rate 1.2% among 290,000. AID 1822, 2009. H-Glu-NHMec fluorogenic cleavage. inhibition, % at 7.35 µM;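 active means inhibition above the campaign mean inhibition over all tested compounds plus 3 SD, cut at about 28% in these data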;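 further: 0% = plate median of test compound wells and 100% = 2 mM ZnCl2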
# GPR7 antagonist: GPR7 receptor antagonists, primary screen, cell-based, fluorescence, single concentration; GPR7-expressing cells, fluorescence antagonist assay; Neuropeptides B/W receptor type 1 (Homo sapiens), P48145; AID 1861, 2009; hit rate 1.1% among 290,000; inhibition, % at 4.4 µM; in the data active means inhibition above about 16%, passing the limit was not always enough;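 further: cells stimulated with the agonist NPW; 0% = agonist with vehicle and 100% = vehicle without agonist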
# Target sequence (P48145 whole entry, looked up): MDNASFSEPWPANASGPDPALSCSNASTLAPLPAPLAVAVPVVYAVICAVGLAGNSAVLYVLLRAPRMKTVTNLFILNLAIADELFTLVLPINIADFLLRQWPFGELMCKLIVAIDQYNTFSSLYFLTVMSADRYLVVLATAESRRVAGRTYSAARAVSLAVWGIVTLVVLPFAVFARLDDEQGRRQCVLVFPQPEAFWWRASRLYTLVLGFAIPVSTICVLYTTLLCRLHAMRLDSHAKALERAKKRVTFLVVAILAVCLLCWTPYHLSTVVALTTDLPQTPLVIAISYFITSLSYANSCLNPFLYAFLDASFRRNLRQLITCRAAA
# PHOSPHO1 inh: PubChem AID 1565; recombinant PHOSPHO1, absorbance phosphatase assay; hit rate 1.1% among 290,000; inhibition, % at 13.3 µM; in the data active means inhibition above about 60%
# Target sequence (Q8TCT1 whole entry, looked up): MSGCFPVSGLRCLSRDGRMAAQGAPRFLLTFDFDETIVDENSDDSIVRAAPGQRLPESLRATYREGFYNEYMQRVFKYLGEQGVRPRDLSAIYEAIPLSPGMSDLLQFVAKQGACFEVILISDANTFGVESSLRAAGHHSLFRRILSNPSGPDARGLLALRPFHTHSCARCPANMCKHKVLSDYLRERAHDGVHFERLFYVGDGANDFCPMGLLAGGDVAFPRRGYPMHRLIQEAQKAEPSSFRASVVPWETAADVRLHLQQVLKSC
# MEKK2wt PB1 HTS: modulators of MEK5 binding to wildtype MEKK2, primary screen, biochemical, multiplex bead flow cytometry, Alexa488-MEK5. Mitogen-activated protein kinase kinase kinase 2 (Homo sapiens), Q9Y2U5. Alexa488-MEK5 binding to MEKK2 WT; actives lie on both sides. binding response (% of control), % at 10 µM. hit rate 1.1% among 290,000; in the data active means binding response below about 67% or above about 130%
# MEKK3 PB1 HTS: modulators of MEKK3-MEK5 PB1 binding, primary screen, biochemical, wildtype MEKK3, multiplex bead flow cytometry, Alexa488-MEK5. bead-based flow cytometry, Alexa488-MEK5 binding to MEKK3; actives lie on both sides; 0 = blocked by unlabeled MEK5, 100 = vehicle. binding response (% of control), % at 10 µM. hit rate 1.4% among 290,000. AID 1529, 2009;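 active means binding response more than 3 SD above or below the average of its plate-row segment, actives on both sides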;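 further: Alexa488 bead fluorescence after subtracting the streptavidin-only scavenger bead signal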
# FID counter: compounds displacing fluorescent DNA intercalator, primary screen, artefact control for HCV NS3 helicase inhibitor project, biochemical, FID fluorescence | hit rate 0.17% among 290,000 | DNA fluorescent intercalator displacement | inhibition, % at 7.9 µM; in the data active means inhibition above about 37%;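 further: 0% = vehicle and 100% = reference compound; higher means more ethidium bromide displaced from hairpin DNA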
# MEKK2 mut-MEK5: MEK5 binding signal on mutant MEKK2 PB1, primary screen, biochemical, multiplex bead flow cytometry, Alexa488-MEK5 | Alexa488-MEK5 binding to MEKK2 mutant | percent response, % at 10 µM | hit rate 0.35% among 290,000 | AID 1530, 2009; in the data active means percent response above about 24%, passing the limit was not always enough; further: inactives centre near 1; some results filed as inactive read as strong as hits; reference of the scale not given here
# NALP1 inh: NALP1 inflammasome inhibitors in reconstituted yeast, colorimetric, S. cerevisiae, triplicate retest | inhibition, % at 10 µM | S. cerevisiae NALP1/ASC/caspase-1 growth, X-gal OD620, 72 h | hit rate 0.61% among 280,000; in the data active means inhibition mostly above about 24%, no sharp cut-off; inactive means mostly below about 32%; further: some compounds called inactive have numbers as strong as hits
# OXTR ag: human OXTR agonists, primary screen, fluorescence, CHO-OTR cells, Fluo-8 calcium | Oxytocin receptor (Homo sapiens), P30559 | Fluo-8 calcium fluorescence; normalized: DMSO 0%, oxytocin 100% | activation, % at 3 µM | hit rate 0.32% among 320,000;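 active means activation above the mean of all tested compounds plus 3 SD, cutoff set per screening run, cut at about 20% in these data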;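 further: peak over basal fluorescence ratio from a 100 s FLIPR kinetic read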
# Target sequence (P30559 whole entry, looked up): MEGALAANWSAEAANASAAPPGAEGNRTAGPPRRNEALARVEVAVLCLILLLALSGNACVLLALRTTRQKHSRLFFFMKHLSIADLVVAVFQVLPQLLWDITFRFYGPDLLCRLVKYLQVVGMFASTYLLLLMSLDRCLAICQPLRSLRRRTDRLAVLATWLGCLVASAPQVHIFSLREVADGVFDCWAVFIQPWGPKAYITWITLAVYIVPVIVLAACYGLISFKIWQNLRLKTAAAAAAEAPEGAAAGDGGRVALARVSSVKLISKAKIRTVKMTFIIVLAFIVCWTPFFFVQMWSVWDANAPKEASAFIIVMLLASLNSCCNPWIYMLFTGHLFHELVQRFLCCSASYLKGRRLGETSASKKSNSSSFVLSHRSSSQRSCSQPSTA
# * hit, by the source's call; x = not tested or not shown.
molecule | PfM18AAP inh | GPR7 antagonist | PHOSPHO1 inh | MEKK2wt PB1 HTS | MEKK3 PB1 HTS | FID counter | MEKK2 mut-MEK5 | NALP1 inh | OXTR ag
Cc1nn(C)c(Oc2ccccc2)c1CCNC(=O)C(C)(C)C | 1 | -12 | 28 | 93 | 97 | -5 | -3 | 6 | 0.5
CN1C(=O)CC(n2c(CO)nc3ccccc32)C1=O (stereo unspecified) | -2 | -10 | 6 | 100 | 101 | 4 | 1 | x | 0.6
Cc1nn(C)cc1[C@@H]1C[C@H]2CN(Cc3cccc(Cl)c3)C(=O)[C@]23CCCN13 | -2 | -4 | 15 | 89 | 94 | 3 | -10 | 6 | -0.9
CCCCc1ncc(CN2CCC(n3nccc3NC(=O)c3ccccc3OC)CC2)[nH]1 | 1 | -4 | 38 | 115 | 105 | 1 | 17 | 5 | -1.6
O=S(=O)(c1ccc(Br)cc1)c1nc(-c2ccccc2)oc1NCCN1CCOCC1 | -4 | 1 | 27 | 116 | 108 | -14 | 10 | 6 | -0.2
Cc1ccc(CNC(=O)CS(=O)Cc2nc(-c3ccccc3C)oc2C)cc1 (stereo unspecified) | -7 | -2 | 10 | 118 | 111 | -35 | 8 | -9 | -1.0
O=C(Nc1nnc(Cc2ccc(Cl)cc2)s1)c1cccs1 | -6 | -7 | 17 | 98 | 99 | 5 | 6 | 26 | 1.3
COC(=O)/C(C#N)=C/c1c(N2CCN(C)CC2)nc2ccccn2c1=O | -3 | -11 | 24 | 106 | 103 | -2 | 5 | -23 | 0.0
COCC(=O)Nc1ccccc1C(=O)Nc1ccc(OC)cc1 | 0 | -10 | 10 | 102 | 99 | -4 | -2 | 23 | 1.0
Cc1ccnc(N2C(=O)OC(C)(C)C2(C)O)c1 (stereo unspecified) | -6 | -1 | 29 | 97 | 100 | -3 | 1 | -4 | -0.4
Cc1ccc(-n2nnnc2SCC(=O)NCCC2=CCCCC2)c(C)c1 | -3 | 3 | -14 | 95 | 99 | -33 | -1 | -6 | -1.3
CC(=O)c1ccc(OCC(=O)Nc2ccccc2C(=O)NC2CC2)cc1 | -1 | -22 | 14 | 102 | 96 | -23 | 4 | 14 | 3.1
Cc1ccc2occ(/C=C/C(=O)c3ccccc3O)c(=O)c2c1 | -11 | -5 | 47 | 99 | 99 | -3 | -3 | 4 | -0.2
CCn1ncc(NC(=O)Nc2cccc(C(F)(F)F)c2)c1C(N)=O | -9 | -3 | 5 | 95 | 92 | -2 | -7 | x | 0.7
COC(=O)c1ccc2nc(C3CCCCC3)c3c(c2c1)CCC3 | x | x | x | 112 | 107 | x | 4 | x | -0.8
CCC(CC)c1nn2c(N)c(/C=C3\C(C)=Nc4ccccc43)c(=O)nc2s1 | 4 | -8 | 42 | 97 | 95 | -17 | 1 | 2 | 4.2
O=C(COC(=O)c1cc(S(=O)(=O)N2CCCCC2)ccc1Cl)NCc1ccco1 | 0 | 7 | 17 | 94 | 95 | -19 | -5 | 0 | -0.2
C=CCn1c(N2C(=O)CC(Cc3ccccc3)C2=O)nc2ccccc21 (stereo unspecified) | 3 | 3 | 14 | 94 | 96 | -20 | -6 | 17 | 1.9
CC1CCN(C(=O)CSc2nnc(-c3cccs3)o2)CC1 | 2 | -5 | 37 | 94 | 98 | -21 | 4 | 6 | 0.1
O=[N+]([O-])c1ccc(NC(=S)N2CCN(c3ccccc3)CC2)cc1 | -1 | -9 | 31 | 117 | 105 | 0 | 25 | 15 | 2.0
Clc1ccc(C(c2ccccc2)N2CCNCC2)cc1 (stereo unspecified) | 11 | 17 | -9 | 115 | 98 | 9 | 7 | 25 | -1.1
O=C(/C=C/c1ccco1)NCCCN1CCN(CCCNC(=O)/C=C/c2ccco2)CC1 | 2 | -10 | -8 | 128 | 107 | 3 | 1 | 25 | 0.8
COC(=O)c1ccc(C(=O)N2CCCC(N3CCN(c4ccccc4)CC3)C2)nc1 (stereo unspecified) | 15 | 6 | 34 | 105 | 101 | -30 | 8 | -8 | -0.3
COc1ccc(N(CC(=O)N2CCOCC2)S(C)(=O)=O)cc1OC | -5 | -9 | 14 | 104 | 101 | 1 | 3 | 12 | 0.9
O=C(Nc1nccs1)c1cccc(NC(=O)C(F)(F)F)c1 | -5 | 5 | 27 | 101 | 101 | -4 | -5 | x | 0.2
Cc1ccc(O)c(C(=O)c2cc(C#N)c(=O)n(CC3CCCO3)c2)c1 (stereo unspecified) | 9 | -2 | 20 | 98 | 94 | -11 | -1 | x | -1.3
Cc1ccc(/C=C2\SC(=S)N(CCC(=O)Nc3cccnc3)C2=O)cc1 | -6 | -7 | 13 | 97 | 100 | -4 | 2 | 8 | 0.0
O=C(Nc1cccnc1)C1(c2ccc(Cl)cc2)CCCC1 | 3 | -13 | 2 | 105 | 109 | -6 | 1 | 6 | 3.7
CCC(=O)Nc1c(C(=O)N2CCCCCC2)cnn1-c1ccc(C)c(C)c1 | 3 | -4 | 46 | 96 | 99 | -19 | 3 | 6 | -0.9
CN(C(=S)NC(=O)C1(C)CC1(Cl)Cl)c1ccccc1 (stereo unspecified) | -10 | -8 | 27 | x | x | -2 | x | -5 | 1.2
O=C(NCc1cccnc1)NC1(C(F)(F)F)Oc2ccc(Cl)cc2O1 (stereo unspecified) | 80* | 9 | 12 | 104 | 102 | 1 | 5 | x | -0.2
CN(CCOc1ccccc1)C(=O)CCc1nc2sc3c(c2c(=O)[nH]1)CCCC3 | -5 | -7 | 12 | 106 | 105 | -31 | 8 | 15 | -0.7
Cc1ccnc(SCc2cn3c(C)cccc3n2)n1 | 7 | -6 | -10 | 95 | 95 | -3 | -3 | 4 | -1.9
C/C(=N/NS(=O)(=O)c1ccc(C(C)(C)C)cc1)c1ccc2c(c1)OCO2 | 0 | -13 | 21 | 106 | 105 | -28 | -1 | 5 | x
CSc1nc(C)c(Cl)c(C)c1C#N | -2 | 4 | 19 | 107 | 103 | -6 | 7 | 12 | -0.1
O=C(Cc1ccc(Br)cc1)NCCN1CCOCC1 | 0 | -1 | 29 | 101 | 103 | -4 | 8 | 7 | -0.3
COc1cccc(-c2nc(-c3ccccc3)no2)c1 | -2 | -7 | -8 | 104 | 103 | 1 | 2 | 5 | -0.4
CC(C)c1cccc(C(C)C)c1NC(=O)CCl | 11 | -15 | 13 | 98 | 102 | -7 | 0 | 18 | -0.3
O=C(Cc1ccccc1)Nc1ccc(NC(=O)c2cccs2)cc1 | -5 | -3 | 4 | 98 | 97 | 3 | -2 | -2 | 1.3
CCOc1cc(CNCCO)cc(Br)c1OCc1ccc(Cl)cc1Cl | 0 | 42* | 3 | 212* | 115 | 24 | 51* | 11 | 21*

# 2 entries from above, with each value named:
COc1ccc(N(CC(=O)N2CCOCC2)S(C)(=O)=O)cc1OC
  PfM18AAP inh: -5; GPR7 antagonist: -9; PHOSPHO1 inh: 14; MEKK2wt PB1 HTS: 104; MEKK3 PB1 HTS: 101; FID counter: 1; MEKK2 mut-MEK5: 3; NALP1 inh: 12; OXTR ag: 0.9

CCC(=O)Nc1c(C(=O)N2CCCCCC2)cnn1-c1ccc(C)c(C)c1
  PfM18AAP inh: 3; GPR7 antagonist: -4; PHOSPHO1 inh: 46; MEKK2wt PB1 HTS: 96; MEKK3 PB1 HTS: 99; FID counter: -19; MEKK2 mut-MEK5: 3; NALP1 inh: 6; OXTR ag: -0.9

# New compounds follow:
molecule | PfM18AAP inh | GPR7 antagonist | PHOSPHO1 inh | MEKK2wt PB1 HTS | MEKK3 PB1 HTS | FID counter | MEKK2 mut-MEK5 | NALP1 inh | OXTR ag
CCC(=O)C1CCCN(C(=O)c2cccc(OC3CCN(S(C)(=O)=O)CC3)c2)C1 (stereo unspecified) | -8 | -10 | 20 | 107 | 104 | -31 | 7 | 12 | -0.8
O=C(CCCOc1ccc(Cl)cc1Cl)NCc1ccccn1 | 3 | 8 | -1 | 98 | 101 | -14 | -6 | 11 | -0.6
Cc1cc(=O)[nH]c(N/N=C/c2cccc(Br)c2)n1 | 0 | -4 | 3 | 103 | 106 | -12 | 1 | 8 | -0.7
CCCCc1cc(=O)oc2cc(C)cc(O)c12 | 1 | -14 | 45 | 89 | 94 | -4 | -5 | 0 | 16
CN(C)c1oc(-c2ccccc2[N+](=O)[O-])nc1C#N | 7 | -5 | -21 | 102 | 104 | -2 | 3 | 6 | -0.9
N#C/C(=C(/O)c1ccc(Cl)c([N+](=O)[O-])c1)c1nc2ccccc2[nH]1 | -4 | -20 | 40 | 80 | 81 | 0 | -23 | 8 | 26*
CCn1ncc(C2=NOC(C(=O)NCc3ccccc3)C2)c1C (stereo unspecified) | -7 | 5 | 21 | 113 | 113 | -8 | 15 | 22 | 2.4
COc1ccc(NC(=O)CSc2nc3ccccc3c(=O)n2C)cc1 | 2 | -9 | 3 | 105 | 102 | -13 | 4 | 10 | 4.8

# Some of the entries above, reformatted:
# Results follow in this order: PfM18AAP inh	GPR7 antagonist	PHOSPHO1 inh	MEKK2wt PB1 HTS	MEKK3 PB1 HTS	FID counter	MEKK2 mut-MEK5	NALP1 inh	OXTR ag
CSc1nc(C)c(Cl)c(C)c1C#N
 : -2	4	19	107	103	-6	7	12	-0.1
O=C(Cc1ccc(Br)cc1)NCCN1CCOCC1
 : 0	-1	29	101	103	-4	8	7	-0.3
COc1cccc(-c2nc(-c3ccccc3)no2)c1
 : -2	-7	-8	104	103	1	2	5	-0.4
CC(C)c1cccc(C(C)C)c1NC(=O)CCl
 : 11	-15	13	98	102	-7	0	18	-0.3
O=C(Cc1ccccc1)Nc1ccc(NC(=O)c2cccs2)cc1
 : -5	-3	4	98	97	3	-2	-2	1.3
CCOc1cc(CNCCO)cc(Br)c1OCc1ccc(Cl)cc1Cl
 : 0	42*	3	212*	115	24	51*	11	21*
CCC(=O)C1CCCN(C(=O)c2cccc(OC3CCN(S(C)(=O)=O)CC3)c2)C1 (stereo unspecified)
 : -8	-10	20	107	104	-31	7	12	-0.8
O=C(CCCOc1ccc(Cl)cc1Cl)NCc1ccccn1
 : 3	8	-1	98	101	-14	-6	11	-0.6
Cc1cc(=O)[nH]c(N/N=C/c2cccc(Br)c2)n1
 : 0	-4	3	103	106	-12	1	8	-0.7
CCCCc1cc(=O)oc2cc(C)cc(O)c12
 : 1	-14	45	89	94	-4	-5	0	16
CN(C)c1oc(-c2ccccc2[N+](=O)[O-])nc1C#N
 : 7	-5	-21	102	104	-2	3	6	-0.9

# Assay outcomes deposited in PubChem BioAssay by several laboratories.

# Outcome played no part in choosing rows, and some 6.2% of all compounds hit somewhere here.
